mHTT CaM bind: mutant huntingtin-calmodulin interaction inhibitors – biochemical, AlphaScreen, primary screen | P42858 | inhibition, % at 15 µM | AlphaScreen His-mHTT/GST-CaM binding, luminescence | 190,000 compounds, 3.6% hits | AID 1671202, 2021;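 note: 0% = both proteins with DMSO and 100% = one protein alone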
Target sequence (P42858 whole entry, looked up, stated change not applied): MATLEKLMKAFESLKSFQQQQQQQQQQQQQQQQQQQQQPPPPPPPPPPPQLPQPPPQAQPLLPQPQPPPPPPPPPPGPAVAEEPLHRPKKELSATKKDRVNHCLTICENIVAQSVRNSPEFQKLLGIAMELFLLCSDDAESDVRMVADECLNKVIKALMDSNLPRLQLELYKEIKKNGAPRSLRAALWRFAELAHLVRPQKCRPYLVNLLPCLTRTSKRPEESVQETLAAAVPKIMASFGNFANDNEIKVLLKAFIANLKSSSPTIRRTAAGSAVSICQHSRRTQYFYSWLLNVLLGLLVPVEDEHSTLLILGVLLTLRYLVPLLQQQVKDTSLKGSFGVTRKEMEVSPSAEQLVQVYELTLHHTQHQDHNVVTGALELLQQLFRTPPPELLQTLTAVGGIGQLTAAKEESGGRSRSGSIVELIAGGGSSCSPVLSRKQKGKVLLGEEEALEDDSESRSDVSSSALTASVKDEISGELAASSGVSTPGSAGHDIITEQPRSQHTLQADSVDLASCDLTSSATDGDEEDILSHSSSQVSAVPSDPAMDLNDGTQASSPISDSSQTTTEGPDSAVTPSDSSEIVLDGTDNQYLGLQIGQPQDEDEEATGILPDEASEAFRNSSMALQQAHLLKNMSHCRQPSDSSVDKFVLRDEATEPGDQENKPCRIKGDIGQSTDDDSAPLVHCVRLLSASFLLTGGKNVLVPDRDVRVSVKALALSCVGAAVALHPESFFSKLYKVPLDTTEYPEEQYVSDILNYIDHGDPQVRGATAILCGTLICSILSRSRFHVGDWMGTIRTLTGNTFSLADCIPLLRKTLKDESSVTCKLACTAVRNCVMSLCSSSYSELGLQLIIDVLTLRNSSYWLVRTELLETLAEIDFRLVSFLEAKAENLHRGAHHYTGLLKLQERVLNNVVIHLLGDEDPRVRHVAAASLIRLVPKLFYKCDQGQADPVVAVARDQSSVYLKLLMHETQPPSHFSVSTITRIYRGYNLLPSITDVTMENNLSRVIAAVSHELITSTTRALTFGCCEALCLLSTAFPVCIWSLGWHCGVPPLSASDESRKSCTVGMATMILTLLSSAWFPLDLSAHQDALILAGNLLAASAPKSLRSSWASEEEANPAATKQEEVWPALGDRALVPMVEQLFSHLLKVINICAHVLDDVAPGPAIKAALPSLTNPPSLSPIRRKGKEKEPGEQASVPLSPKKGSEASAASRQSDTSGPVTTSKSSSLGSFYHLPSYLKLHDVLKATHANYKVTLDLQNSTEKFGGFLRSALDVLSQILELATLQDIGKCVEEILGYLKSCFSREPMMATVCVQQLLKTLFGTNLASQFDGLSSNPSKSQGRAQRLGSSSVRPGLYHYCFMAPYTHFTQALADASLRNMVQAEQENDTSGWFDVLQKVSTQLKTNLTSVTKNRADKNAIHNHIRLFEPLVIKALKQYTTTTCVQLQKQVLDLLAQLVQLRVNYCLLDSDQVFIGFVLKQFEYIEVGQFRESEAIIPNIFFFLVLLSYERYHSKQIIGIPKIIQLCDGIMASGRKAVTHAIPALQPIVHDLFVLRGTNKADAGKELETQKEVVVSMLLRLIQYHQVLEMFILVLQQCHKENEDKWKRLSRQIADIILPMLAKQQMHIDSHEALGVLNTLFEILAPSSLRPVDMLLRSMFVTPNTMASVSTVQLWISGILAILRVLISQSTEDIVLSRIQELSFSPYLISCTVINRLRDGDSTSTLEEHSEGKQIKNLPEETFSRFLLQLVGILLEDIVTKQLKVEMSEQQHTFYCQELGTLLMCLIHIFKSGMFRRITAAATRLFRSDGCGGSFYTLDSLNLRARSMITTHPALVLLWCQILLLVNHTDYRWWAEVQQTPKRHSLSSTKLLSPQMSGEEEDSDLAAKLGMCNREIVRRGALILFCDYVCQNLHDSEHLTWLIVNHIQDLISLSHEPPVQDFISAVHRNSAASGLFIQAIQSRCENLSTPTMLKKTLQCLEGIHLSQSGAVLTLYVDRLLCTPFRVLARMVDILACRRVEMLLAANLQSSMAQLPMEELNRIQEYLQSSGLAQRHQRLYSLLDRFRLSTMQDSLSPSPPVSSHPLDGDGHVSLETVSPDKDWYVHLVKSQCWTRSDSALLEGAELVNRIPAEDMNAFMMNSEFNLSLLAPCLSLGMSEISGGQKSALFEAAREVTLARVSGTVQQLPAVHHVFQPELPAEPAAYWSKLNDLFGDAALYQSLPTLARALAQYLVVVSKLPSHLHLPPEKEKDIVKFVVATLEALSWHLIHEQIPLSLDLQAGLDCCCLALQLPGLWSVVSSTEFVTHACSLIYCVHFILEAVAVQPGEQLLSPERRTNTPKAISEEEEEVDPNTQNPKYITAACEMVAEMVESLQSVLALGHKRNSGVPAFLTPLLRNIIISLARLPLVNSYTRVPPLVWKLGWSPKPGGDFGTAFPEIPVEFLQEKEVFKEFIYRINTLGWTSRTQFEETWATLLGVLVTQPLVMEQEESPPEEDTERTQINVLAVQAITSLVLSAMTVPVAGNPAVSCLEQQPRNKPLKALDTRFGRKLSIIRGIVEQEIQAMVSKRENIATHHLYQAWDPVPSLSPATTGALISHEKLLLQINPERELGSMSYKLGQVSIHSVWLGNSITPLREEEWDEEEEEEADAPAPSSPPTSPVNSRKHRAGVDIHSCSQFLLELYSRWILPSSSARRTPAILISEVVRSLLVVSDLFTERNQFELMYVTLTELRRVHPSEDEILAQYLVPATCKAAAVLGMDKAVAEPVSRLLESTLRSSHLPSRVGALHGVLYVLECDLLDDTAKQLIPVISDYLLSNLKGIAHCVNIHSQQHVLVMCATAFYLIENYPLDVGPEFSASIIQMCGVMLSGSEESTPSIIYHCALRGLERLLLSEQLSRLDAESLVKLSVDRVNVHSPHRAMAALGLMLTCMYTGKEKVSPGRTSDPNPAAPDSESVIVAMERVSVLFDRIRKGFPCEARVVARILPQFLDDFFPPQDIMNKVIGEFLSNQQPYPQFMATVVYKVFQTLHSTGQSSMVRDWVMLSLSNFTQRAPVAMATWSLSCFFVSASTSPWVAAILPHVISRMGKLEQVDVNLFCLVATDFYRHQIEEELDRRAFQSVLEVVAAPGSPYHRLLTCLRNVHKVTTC
Pf apPOL inh: Pf-apPOL inhibitors, biochemical, fluorescence. AID 1794808, 2022. 210,000 compounds, 0.25% hits. Recombinant Pf-apPOL, molecular beacon fluorescence, 1.5 h. inhibition, % at 10 µM. Plasmodium falciparum apicoplast DNA polymerase (apPOL)
* hit, by the source's call; i = inactive; . = not tested or not shown. Cut-off read from the data, not from the text of the source: active = inhibition above about 50%; inactive = the rest.

Compound	mHTT CaM bind	Pf apPOL inh
COc1ccc(NC(=O)CC(C)c2ccccc2)c(OC)c1 (centres undefined)	0	-4
O=C(O)CCNS(=O)(=O)c1ccc(Br)cc1	-4	-6
Cc1cc(S(=O)(=O)C(CNC(=O)C2CCCCC2)c2ccco2)ccc1F (centres undefined)	-12	-3
CCN(CCCNC(=O)CCS(=O)(=O)Cc1ccccc1C)c1cccc(C)c1	34	-18
CN(CC(=O)O)c1ccccc1C(=O)O	0	0
COc1cccc(-c2coc3cc4oc(=O)cc(-c5ccccc5)c4cc23)c1	-2	-4
C=CCN1C(=O)C2(NC(=O)c3ccccc3N2)c2ccccc21 (centres undefined)	-8	.
Cc1cccc(NC(=O)c2cnccn2)c1	37	0
Cn1nc(C(=O)NCc2ccccc2)c2c1CCN(C(=O)C1CCCCC1)C2	85*	-9
Cc1ccc(CNC(=O)c2cn3ccc(C)cc3n2)cc1	-5	0
O=c1cc(-c2cc([N+](=O)[O-])c(Cl)cc2Cl)c2ccc(O)cc2o1	26	-4
CCc1ccc(C2CC(c3ccccc3)Nc3nc(N)nn32)cc1 (centres undefined)	-8	0
O=C(NCCC1=CCCCC1)C(=O)NCc1ccc(F)cc1F	-11	-1
CN1CCN(Cc2c(O)ccc3c(=O)c(-c4ccc(Cl)cc4)coc23)CC1	-1	1
Cn1cccc(C(=O)N2CCC(c3nnc(-c4ccc(F)cc4)o3)CC2)c1=O	-17	0
CCCCNC(=O)c1cc(-c2cccnc2)nc2ccccc12	-1	-7
CSc1ccc(Cl)c(C(=O)N2CCC(c3nc(C(=O)N(C)C)c(C)o3)CC2)c1	19	-4
COc1cccc2sc(N(C)CC(=O)N3CCc4ccccc43)nc12	-10	-3
CCCN1CCn2cc(S(=O)(=O)Nc3cccc(C)c3C)cc2C1=O	-4	-5
O=C(Nc1ccc(I)cc1Cl)c1cccc([N+](=O)[O-])c1	-10	6

Single records (already shown). Order of screens: mHTT CaM bind, Pf apPOL inh
COc1cccc2sc(N(C)CC(=O)N3CCc4ccccc43)nc12 as listed: -10, -3
CCCCNC(=O)c1cc(-c2cccnc2)nc2ccccc12 as listed: -1, -7

Continuation:
Compound	mHTT CaM bind	Pf apPOL inh
O=C(NCc1ccccc1)c1ccc2c(c1SCCO)C(=O)c1ccccc1C2=O	-5	-5
CC(=O)N1CCc2cc(Br)cc(S(=O)(=O)CC(=O)Nc3ccc(Cl)cc3)c21	19	2
CC(C)CC(=O)Nc1ccc(OCC(=O)O)cc1	2	-5
COc1ccc(-c2occ(C(=O)O)c2C(=O)O)cc1	1	2
O=C(COc1cc(Cl)c(Cl)cc1Cl)N1CCN(c2ccc([N+](=O)[O-])cc2)CC1	0	-4
CCc1nnc(-c2nnc(N(CC)CC)c3ccccc23)o1	7	-4
CCOc1cc(C=O)cc(I)c1OCC(=O)O	-1	2
Cc1nc2c(Br)c3c(c(Br)c2[nH]1)n(C)c(=O)n3C	11	-7
Cc1ccc(-c2nc(CN3CCN(C(=O)c4ccc(F)cc4)CC3)no2)cc1	28	-1
CCCOc1ccc(C(=O)Nc2cc(Cl)ccc2OC)cc1	-12	-2
Cc1ccc2c(c1)N(c1ccc(Br)cc1)C=C(C#N)S2(=O)=O	-6	-1
CCCOc1nccnc1N1CCC(NC(=O)Cc2cccnc2)C1 (centres undefined)	4	-2
CCCCNc1nnc(-c2c(Cl)c(C)nn2C)s1	-2	-3
C=CCNC(=O)c1cc2c(=O)n3ccccc3nc2n(CCC)c1=N	3	-5
Cc1cccc(NS(=O)(=O)c2cccnc2)c1C	-2	-6
COc1cccc(-c2noc(C3CCCN3C(=O)NCc3ccc(F)cc3)n2)c1 (centres undefined)	76*	0
COc1cc2c(cc1OC)C(C(=O)N1CCOCC1)C(c1ccccc1F)N(C)C2=O (centres undefined)	-6	-3
O=C(NCc1ccccc1Br)c1cn2ccccc2n1	-4	-2
Cc1ccc(-n2[nH]c3c4c(ccc3c2=O)C(=O)c2ccccc2C4=O)cc1	11	-1
O=c1oc2ccccc2cc1-c1nc(-c2ccc(F)cc2)cs1	-5	5
COc1ccc(C(=O)N2CCC3(C2)Nc2cccnc2NC3=NC2CCCC2)cn1 (centres undefined)	6	-2
Cc1ccccc1S(=O)(=O)N1CCC(c2nc(C(=O)N(C)C)c(C)o2)CC1	9	-6
CC1CN(c2nnnn2-c2ccccc2)CC(C)O1 (centres undefined)	-3	0
CC1Cc2cc(-c3cc(CC(=O)NCc4cc(-c5cccs5)on4)no3)ccc2O1 (centres undefined)	-3	-4
Cc1cc(-c2nnc(CSc3nnc(NC(=O)c4ccc(Cl)s4)s3)o2)ccc1[N+](=O)[O-]	.	0
Cc1ccccc1N1CCN(C(=O)C(C)N2C(=O)c3ccccc3C2=O)CC1 (centres undefined)	33	-3
Cc1cc(C)c(C)c(S(=O)(=O)N2CCC(c3noc(-c4ccc(F)cc4)n3)CC2)c1C	-2	-4
CCC(=O)Nc1nc2nc(-c3ccccc3)cc(=O)n2[nH]1	-2	-5
CCOC(=O)CC(Sc1ccccc1N)c1cc(OC)c(OC)c(OC)c1 (centres undefined)	.	0
Cc1cc(O)c(C=Nc2ccccc2Br)c(=O)o1	0	-6
CCOCC(=O)N1CC(c2nc(-c3cccnc3)no2)C2(CCOCC2)C1 (centres undefined)	0	-6
CCOc1ccccc1N(CC(=O)Nc1c(C)n(C)n(-c2ccccc2)c1=O)S(C)(=O)=O	0	-4
O=C(Cc1ccccc1F)N1CCC(CCOc2ccncc2)CC1	3	-4
Cc1ccc(NC(=O)c2cccnc2Cl)c(Br)c1	-8	-1
O=[N+]([O-])c1ccccc1OCCCNCc1ccco1	-9	-8
CC(C)N1Cc2cc(C(=O)NCCN3CCCCCC3)sc2C1	4	1
Nc1nc(Cn2nnc(-c3ccccc3Cl)n2)nc(N2CCOCC2)n1	3	-14
Cc1nc(C)c2c(n1)N(Cc1cccc(F)c1)C(=O)CC2	-11	29
COc1ccc(C2C(C(=O)NCCC3=CCCCC3)c3cc(OC)c(OC)cc3C(=O)N2C)cc1 (centres undefined)	25	-2
O=C(NCCc1ccc(F)cc1)c1csc2c1CCCC2	-19	1

New compounds follow:
molecule	mHTT CaM bind	Pf apPOL inh
COc1ccc(NC(=O)c2c(NCc3ccccn3)sc3c2CCCC3)c(OC)c1	53*	-18
COc1ccc(-n2nc3ccc(NC(=O)c4ccc(OC)c(Cl)c4)cc3n2)cc1	-8	17
O=C(Nc1cc(Cl)cc(Cl)c1)c1ccc2c(c1)OCCO2	3	-4
COc1cccc(/C=C2/N=C(c3ccccc3Br)OC2=O)c1OC	-1	-8
Cc1cccc(NC(=O)Cn2cc(-c3ccccc3)oc2=O)c1	2	4
O=c1[nH]cc(Cl)cc1[N+](=O)[O-]	.	-2
CCCN[C@H]1CCc2nc(N)sc2C1	.	-3
O=c1c(Oc2ccccc2Br)coc2c3c(ccc12)OCN(C1CCS(=O)(=O)C1)C3 (centres undefined)	1	-12
CN1CCN(C(=O)c2cc3nc4c(c(C(F)(F)F)n3n2)CCc2ccccc2-4)CC1	-5	-4
Cc1ccc(N2C(=O)CSC2c2ccccc2[N+](=O)[O-])cc1Cl (centres undefined)	16	-3
CCOc1ccc(C(=O)Nc2ccccc2C(C)C)cc1	-4	-1
CN(C)C1CN(Cc2cn(Cc3ccc(C(F)(F)F)cc3)nn2)S(=O)(=O)C1 (centres undefined)	-10	-9

Some values from above.
mHTT CaM bind with Cc1cc(C)c(C)c(S(=O)(=O)N2CCC(c3noc(-c4ccc(F)cc4)n3)CC2)c1C → -2
mHTT CaM bind with Cc1ccc(CNC(=O)c2cn3ccc(C)cc3n2)cc1 → -5
mHTT CaM bind with O=C(Nc1cc(Cl)cc(Cl)c1)c1ccc2c(c1)OCCO2 → 3
Pf apPOL inh with Cn1cccc(C(=O)N2CCC(c3nnc(-c4ccc(F)cc4)o3)CC2)c1=O → 0

(continued)
molecule	mHTT CaM bind	Pf apPOL inh
CC(NC(=O)c1cncc(-c2ccccc2F)c1)c1ccccc1 (centres undefined)	2	13
COc1ccc(CCNC(=O)C2CCN(S(=O)(=O)c3ccc(F)cc3)CC2)cc1OC	-2	-6
COc1cc(Cl)c(C)cc1Nc1ncnc2c1nc1n2CCCC1	3	2
COc1ccccc1Nc1ncc(-c2cccs2)s1	25	0
CCn1ccc2sc(C)c(C(=O)NC(C)(C)C)c2c1=O	-1	0
O=C(NCc1ccccc1F)c1cn(-c2cccc(F)c2)nn1	-5	-2
COc1cccc(SCC(=O)NCCSCc2ccco2)c1	.	5
C=C(C)Cn1c(COc2ccccc2)nc2ccccc21	-21	-7
O=Cc1cn(CC(=O)N2CCCCCC2)c2ccc(Br)cc12	9	-13
COc1cccc(OC)c1C(=O)Nc1ccc(Cl)cc1Cl	-6	-4
COc1ccccc1NS(=O)(=O)c1ccc2c(c1)OCCO2	-4	0
O=C1CCCN1c1ccc(S(=O)(=O)Nc2ccc(Cl)c(Cl)c2)cc1	-1	7

4 records drawn at random from the list so far, as already listed:
molecule	mHTT CaM bind	Pf apPOL inh
C=C(C)Cn1c(COc2ccccc2)nc2ccccc21	-21	-7
COc1ccc(CCNC(=O)C2CCN(S(=O)(=O)c3ccc(F)cc3)CC2)cc1OC	-2	-6
COc1ccccc1NS(=O)(=O)c1ccc2c(c1)OCCO2	-4	0
COc1ccc(C(=O)N2CCC3(C2)Nc2cccnc2NC3=NC2CCCC2)cn1 (centres undefined)	6	-2

Other compounds
molecule	mHTT CaM bind	Pf apPOL inh
Cc1cc(S(=O)(=O)NCC2CCN(C(=O)NC(C)(C)C)CC2)c(Cl)cc1Cl	-4	3
COc1cccc(OC)c1C(=O)N1CCCC1c1cc(C(C)C)no1 (centres undefined)	-2	1
Clc1ccc(-c2cnc(-c3ccc(Cl)cc3)o2)cc1	.	-5
O=S(=O)(NCc1c(Cl)cccc1Oc1ccccc1)c1ccc(F)cc1	.	5
O=C1NC(=Nc2ccccc2)S/C1=C\c1ccc2c(c1)OCO2	8	-17
COc1cccc(C(=O)NC(C)CCc2ccccc2)c1 (centres undefined)	-9	-6
CN(C)c1ccc2c3c(cccc13)C(=O)N(c1ccccc1)C2=O	.	-4
CCOc1ccccc1C(=O)NC(Nc1ccc(F)cc1)(C(F)(F)F)C(F)(F)F	.	-9
O=C(NCc1ccccn1)c1cn(-c2ccc(F)cc2)nn1	-1	-16
CCN1c2ccc(C)cc2C(=O)NC12CCN(C(=O)c1cccc(F)c1)CC2	-6	-5
O=C(NCc1ccco1)C1CC(c2ccc(F)cc2)=NO1 (centres undefined)	-8	0
CC(=O)Nc1c2c(nn1-c1cccc(Cl)c1)CS(=O)C2 (centres undefined)	0	-2
COc1cc(OC)c(CNc2ccc3cn[nH]c3c2)cc1Br	55*	-3
COc1ccc(NC(=O)C2CC2(c2ccccc2)c2ccccc2)c(OC)c1 (centres undefined)	14	-1
CCOCCCNC(=O)C(NC(=O)c1cnccn1)c1ccc(OC)cc1 (centres undefined)	-1	-5
N=c1c(S(=O)(=O)c2ccccc2)cc2c(=O)n3ccccc3nc2n1CCc1ccccc1	-9	-3
COC(CN(C(C)=O)C1CCCc2c1[nH]c1ccc(C)cc21)OC (centres undefined)	22	-3
Cc1nc2ccccc2c(=O)n1-c1cccc(NC(=O)Cc2ccc(F)cc2)c1	10	-12
COc1ccc(/C=N/OCC(=O)Nc2oc(-c3ccccc3)c(-c3ccccc3)c2C#N)cc1	i	-2
COc1cccc(C2=NOC(C(=O)NCCc3ccccc3)C2)c1 (centres undefined)	-5	0
CCN1c2ccc(F)cc2C(=O)NC12CCN(C(=O)c1ccc(OC)cc1C)CC2	-2	2
CC(C(=O)Nc1ccc(F)c(F)c1)N1C(=O)c2ccccc2C1=O (centres undefined)	-1	0
COc1ccc(N2CCN(C(=O)C3CCN(c4nccc(C)n4)CC3)CC2)cc1	18	-10
Cc1ccc(-n2cc3c(=O)n(C)c(=O)n(C)c3c2)cc1	3	-4
COCCNC(=O)C1(C)CCC(=O)N1Cc1ccccc1OC (centres undefined)	0	8
COc1cc(C=C2C(=O)N(c3ccccc3)N=C2C)ccc1OCC(=O)Nc1ccccc1	3	-3
COc1cccc2c1OC1(C)CC2NC(=O)N1c1ccc(Cl)cc1 (centres undefined)	0	0
O=C(O)CCCC(=O)Nc1cccc(F)c1C(=O)O	.	-1
O=C(O)c1nnn(-c2ccc(F)cc2)c1-c1cccnc1	-3	-2
O=S(=O)(Nc1ccc(Cl)cc1F)c1ccc(Br)cc1	0	-6
COc1ccc(C(=O)COc2ccc(N3C(=O)C4C5C=CC(C6CC56)C4C3=O)cc2)cc1 (centres undefined)	6	-1
CCCCCOc1ccccc1/C=c1\sc2nc(=O)c(C)nn2c1=O	47	-6
COc1cc(C2SCC(=O)N2CCN2CCCCC2)cc(OC)c1OC (centres undefined)	1	-1
O=C1Nc2ccc([N+](=O)[O-])cc2C1=Nc1ccc(C(=O)O)cc1	8	0
Cc1ccccc1CNC(=O)c1ccccc1Cl	-5	-6
Cc1ccc(-c2nnc(N3CCC(C(=O)N4CCN(c5ccccc5F)CC4)CC3)o2)cc1	-6	-7

Given with each value named: 3 of the compounds above
> O=C1Nc2ccc([N+](=O)[O-])cc2C1=Nc1ccc(C(=O)O)cc1
  mHTT CaM bind = 8
  Pf apPOL inh = 0

> Cc1ccccc1CNC(=O)c1ccccc1Cl
  mHTT CaM bind = -5
  Pf apPOL inh = -6

> Cc1ccc(-c2nnc(N3CCC(C(=O)N4CCN(c5ccccc5F)CC4)CC3)o2)cc1
  mHTT CaM bind = -6
  Pf apPOL inh = -7

High-throughput results deposited in PubChem by University of Kansas High Throughput Screening Laboratory.
